TDP1 cell noCPT – qHTS for Inhibitors of human tyrosyl-DNA phosphodiesterase 1 (TDP1): qHTS in cells in absence of CPT | Potency, µM (highest dose often 46.2 µM), without a hit: at the top dose activity change, negative = growth inhibition, hits mostly inhibitors | 420,000 tested, 15% active | DT40 Tdp1-/- hTDP1 cells, no CPT, ATP luminescence, 48 h; also: nearly all actives have a fitted effect of over 55% in size
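Seeded 400 DT40-hTDP1 cells/well (vehicle DMSO, no 20 nM CPT); pinned compounds; ≥48 hr at 37 °C; CellTiter-Glo luminescence as viability measure.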
TDP1 cell CPT – growth inhibition of DT40 Tdp1-/-;hTDP1 cells with camptothecin (screen for TDP1 inhibitors); chicken DT40 Tdp1-/-;hTDP1 cells + 20 nM CPT, ATP luminescence, 48 h; Potency, µM (highest dose often 46.2 µM), for the others: at the top dose activity change, negative = growth inhibition, most hits filed as inhibitors; 420,000 tested, 12% active; AID 686979; also: nearly all actives have a fitted effect of over 55% in size
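Chicken DT40 Tdp1-/- cells stably complemented with human TDP1 were seeded at 400 cells/well in medium containing 20 nM camptothecin, exposed to pin-transferred compounds, and grown at 37 °C for at least 48 hr. Viability was read as ATP luminescence.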
TDP1 inh – TDP1 (human) enzyme inhibition; Q9NUW8; recombinant TDP1, AlphaScreen DNA substrate cleavage; Potency, µM (series often up to 130 µM), inactives show at the top dose activity change, negative = inhibition, actives largely listed as inhibitors; 350,000 tested, 0.28% active; also: nearly all actives have a fitted effect of over 40% in size
Target sequence (Q9NUW8 whole entry, looked up): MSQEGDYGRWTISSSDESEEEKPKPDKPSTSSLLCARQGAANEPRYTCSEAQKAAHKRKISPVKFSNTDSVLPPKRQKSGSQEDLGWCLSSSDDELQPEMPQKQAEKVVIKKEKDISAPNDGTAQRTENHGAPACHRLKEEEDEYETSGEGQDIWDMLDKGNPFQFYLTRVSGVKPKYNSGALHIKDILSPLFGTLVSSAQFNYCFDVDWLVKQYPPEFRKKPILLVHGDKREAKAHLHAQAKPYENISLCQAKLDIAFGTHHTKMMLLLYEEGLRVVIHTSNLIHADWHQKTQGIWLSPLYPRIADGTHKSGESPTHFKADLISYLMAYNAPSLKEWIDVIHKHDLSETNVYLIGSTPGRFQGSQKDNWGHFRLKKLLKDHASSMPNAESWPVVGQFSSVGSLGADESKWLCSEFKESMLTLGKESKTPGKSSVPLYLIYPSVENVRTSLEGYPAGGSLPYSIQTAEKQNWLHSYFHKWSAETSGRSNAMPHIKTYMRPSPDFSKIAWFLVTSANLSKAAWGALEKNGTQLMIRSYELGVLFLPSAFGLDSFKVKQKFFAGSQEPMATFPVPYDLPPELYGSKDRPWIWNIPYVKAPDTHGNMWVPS
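Compounds were preincubated with Tdp1 (1 nM final) for 15 min at room temperature before substrate (15 nM final) started a 5 min reaction; beads (10 ug/ml final) were then added for 10 min before AlphaScreen detection.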
The depositor's hits bear a star; ? = inconclusive; . = not tested or not shown; & = joins results of further samples. Calls follow the shape of the dose curve; as a rule, active = well fitted curve in the direction sought with a large enough effect; inconclusive = small, poorly fitted or top-dose-only effect, or another doubt; inactive = no such curve, though single readings can be large; an effect the other way counts as inactive or inconclusive. % is scaled to controls: 0 for no effect and ±100 for the full control effect; potency is read from the fitted curve at half-maximal effect.

The line under a structure holds: TDP1 cell noCPT | TDP1 cell CPT | TDP1 inh
> CC1(C)O[C@@H]2CC3C4C[C@H](F)C5=CC(=O)C=CC5(C)C4C(O)CC3(C)[C@]2(C(=O)CO)O1 (stereo not given in full)
  -13% | -14% | .
> COc1ccc(F)cc1S(=O)(=O)NCCN1CCOCC1
  -1% | -8% | 5%
> COc1ccc(C2(CNC(=O)c3ccc(Br)o3)CCOCC2)cc1
  ? | -28% | 2%
> Cc1ccccc1Cn1cc(NC(=O)c2noc(C(C)C)c2[N+](=O)[O-])cn1
  ? | -23% | 4%
> Cc1cc(C)c2oc(C(=O)Nc3c(C(=O)c4ccccc4)oc4ccccc34)cc(=O)c2c1
  -21% | 14% | 6%
> Cc1ccc(Cl)cc1-c1cc(C(=O)NCc2ccc(C(F)(F)F)cc2)[nH]n1
  16µM* | 21µM* | .
> Cc1ccccc1NS(=O)(=O)c1ccc2c(c1)NC(=O)CCS2
  -18% | -19% | 3%&2%
> CCN(C[C@H]1N[C@@](Cc2ccccc2)(C(=O)OC)[C@H]2C(=O)N(Cc3ccccc3)C(=O)[C@@H]12)S(=O)(=O)c1ccc(C)cc1
  21µM* | 16µM* | 0%
> O=C1NN=C2CCCCCCC12 (stereo not given)
  -11% | -1% | .
> COc1ccc(N2CCN(CC(=O)Nc3c(C)cccc3C)CC2)cc1
  ? | ? | .
> O=C(COC(=O)c1cc([N+](=O)[O-])ccc1NCCO)Nc1cccc(S(=O)(=O)N2CCCC2)c1
  13µM* | 29µM* | .
> Cc1ccc(C(=O)c2cn(Cc3cccc(Cl)c3)c3nc(C)ccc3c2=O)cc1
  ? | ? | 4%
> CCCCCn1c(NCc2ccccc2OC)nc2ccccc21
  21µM* | ? | -2%
> CCCCc1nc(Cl)c(C#N)c2c1CCCC2
  -29% | -21% | -1%
> CCCCc1nnc(NC(=O)C2CC(=O)N(c3ccc(C)cc3)C2)s1 (stereo not given)
  -18% | -21% | 2%
> Cc1cccc(NCc2nc(SCC(=O)Nc3ccccc3Br)n[nH]2)c1
  9% | -5% | .
> COc1ccc(C(=O)Nc2ccccc2C(=O)Nc2ccccc2C(=O)O)cc1
  23µM* | 18µM* | .
> Cc1ccc(Cl)cc1N1CCN(CCCNC(=O)Cn2ncc3c([nH]c4ccccc43)c2=O)CC1
  8.2µM* | 15µM* | 0%
> Nc1nc[nH]c(=O)c1N
  -7% | 0% | .
> Cc1oc(-c2ccc(Cl)cc2)nc1CS(=O)CC(=O)NCc1ccccn1 (stereo not given)
  17% | 0% | 6%
> O=C(NC1CCCC1)C1C2C=CC3(CN(Cc4cccs4)C(=O)C13)O2 (stereo not given)
  -2% | 1% | 3%
> COc1ccc(C2NCCn3cccc32)cc1 (stereo not given)
  -5% | -1% | -3%
> COC(=O)CCC(=O)NNC(=O)c1cccc(Br)c1
  0% | ? | 2%
> COc1ccc(-c2nc3cnc(N4CCN(C)CC4)nc3n(C3CC3)c2=O)cc1
  0% | -11% | .
> CCn1cc(CN2CCN(Cc3ccc(OC)c(C)c3C)C(CCO)C2)c(C)n1 (stereo not given)
  -27% | ? | 4%
> Cc1ccc(-c2nc(CCN3C(=O)c4ccccc4C3=O)cs2)cc1
  -14% | ? | -4%
> COc1ccc(NC(=O)Cn2nnc(C(=O)Nc3ccc(C)c(F)c3)c2N)cc1Cl
  -1% | 5% | 4%
> Oc1ccc(Nc2nc(-c3cccs3)cs2)cc1
  6% | -7% | -3%
> NC(=O)c1nn(-c2ccccc2)nc1NC(=O)Cn1nnc(-c2ccccc2)n1
  -21% | -16% | 0%
> Cc1cc(C)c(NC(=O)c2nc3ccccc3nc2N2CCCCC2)c(C)c1
  26µM* | ? | 7%
> CC(C)CNS(=O)(=O)c1ccc(S(=O)(=O)NC2CCOC(C)(C)C2)cc1 (stereo not given)
  -20% | -3% | .
> CCc1nc2ccccc2n1CCC(C)C
  16µM* | 26µM* | -6%
> O=C(Nc1c2c(nn1-c1ccccc1)CS(=O)(=O)C2)C1CC1
  -6% | -2% | .
> CC1OC(C2CCCCC2)Cc2[nH]c(=S)[nH]c(=O)c21 (stereo not given)
  ? | ? | .
> O=C1C=CC(c2c[nH]c3ccccc23)CC1 (stereo not given)
  16µM* | ? | .
> Cc1ccc(-n2[nH]c(C)c(/C=N/N3C(=O)c4cccc5cccc(c45)C3=O)c2=O)cc1
  ? | ? | 12%
> O=C(CCn1cncn1)N1CCN(S(=O)(=O)c2ccc(Cl)cc2)CC1
  -3% | 8% | -4%
> Cc1ccccc1C(=O)Nc1nnc(-c2ccc(F)cc2)o1
  5.8µM* | 6.5µM* | 8%
> Cc1cccc(C)c1NC(=O)C1(C)CCC(=O)N1c1cc(C(C)(C)C)nn1C (stereo not given)
  -5% | -6% | .
> CC(=O)Nc1ccc(NC(=O)c2ccc3c(c2)CCN3S(C)(=O)=O)cc1
  0% | 3% | .
> COc1ccc(/C=C/c2ccnc3ccccc23)cc1
  32µM* | 11µM* | .
> O=C(CCCCn1c(=O)[nH]c2ccsc2c1=O)NCc1cccnc1
  -4% | -6% | -1%
> Cc1nonc1CN(C)C(=O)CC1C(=O)NCCN1Cc1ccc(F)c(F)c1 (stereo not given)
  -6% | -10% | -2%
> Cc1ccccc1CN1CCC(CNC(=O)c2c(C)oc3ncnc(N4CCCCC4)c23)CC1
  ? | -38% | 2%
> C=CCSc1nnc2c(n1)OC=Nc1ccc(Br)cc1-2
  7% | -3% | 7%
> CCOc1ccc(C(=O)CN2CCN(S(=O)(=O)c3ccc(OC)cc3)CC2)cc1
  ? | 18µM* | 1%
> Cc1c(C(=O)NCCCN2CCOCC2)oc2ccc(S(=O)(=O)N3CCOCC3)cc12
  -1% | -3% | 7%
> CSc1ncccc1C(=O)Nc1ccc2c(c1)OCCO2
  -12% | 3% | 0%
> COc1ccc2c(c1)CCCC21NC(=O)N(CC(=O)NC(=O)NCc2ccccc2)C1=O (stereo not given)
  ? | 10% | 6%
> O=C1NC[C@@H](CCCCN2C[C@H](Cc3ccc(O)cc3)N(CCC3CCCCC3)C(=O)C2=O)N(CC2CCCCC2)C1=O
  -12% | -10% | .
> O=C(c1ccc(-c2cccc(Cl)c2Cl)o1)N1CCOCC1
  -21% | -29% | -4%
> Cc1cc(C)cc(C(=O)N[C@@H](C)C(=O)N2CCC3(CC2)NCCc2[nH]cnc23)c1
  18% | -16% | 1%
> Cc1cc(CN2CCN(CCC#N)CC2)c(O)c(C2(C)CCCCC2)c1
  21µM* | 16µM* | 2%
> CC1CCN(C(=O)CSc2nc3cccnc3n2C)CC1
  -17% | -20% | 1%
> CC(=O)/C=C1/SC(CC(=O)O)C(=O)N1c1ccccc1 (stereo not given)
  2% | 5% | 3%
> COCCN(CCOC)S(=O)(=O)c1ccc(C(=O)Nc2ccc([N+](=O)[O-])cc2OC)cc1
  -2% | -7% | 5%
> Cc1nn(-c2ccccc2)c(C)c1NC(=O)COC(=O)CCCOc1ccccc1
  -4% | -2% | .
> CCOC(=O)C(C)Oc1cccc2c(=O)n(CC(=O)N3CCN(C(=O)OCC)CC3)ccc12 (stereo not given)
  -21% | -6% | 0%
> Cc1c(CCO)c(=O)n(-c2ccccc2)n1S(=O)(=O)c1ccc(Cl)cc1
  -13% | -10% | 3%
> COc1cccc(-n2c(=O)c3c(C)c(C(=O)N(C)C)sc3n(CC(=O)NCCc3ccc(OC)c(OC)c3)c2=O)c1
  -18%&-26% | -16%&-5% | 7%&3%

Following part
The line under a structure holds: TDP1 cell noCPT | TDP1 cell CPT | TDP1 inh
> COc1ccccc1NS(=O)(=O)c1cccc(C(=O)NCc2ccncc2)c1
  -9% | -5% | 1%
> COc1ccc(C(=O)NCCCCNC(=O)c2ccc(OC)c(OC)c2)cc1OC
  4% | 6% | .
> CCOCCOc1nc(C)cc(C)c1S(=O)(=O)c1ccccc1C
  ? | -4% | 6%
> Cc1cccc(OCC(=O)NNC(=O)c2ccc([N+](=O)[O-])cc2)c1
  13% | -6% | -6%
> CC1(C(=O)NCCCN2CCOCC2)Oc2cccnc2NC1=O (stereo not given)
  1% | 4% | 0%
> COc1ccc(S(=O)(=O)N2CCCCC2)cc1NC(=O)Cn1cnc2c1c(=O)n(C)c(=O)n2C
  -21% | 3% | -3%
> CCOC(=O)c1sc(C)c2c(=O)n(CCCN3CCOCC3)cnc12
  2% | 7% | 5%
> CS(=O)(=O)Nc1cccc(-c2nc(NCc3cccs3)c3ccccc3n2)c1
  ? | ? | -9%
> COc1ccc2c(c1)c(CC(=O)Nc1cccc(F)c1C)c(C)n2C(=O)c1ccc(Cl)cc1
  2% | 5% | 3%
> OCCN(/C=N/c1nc(-c2ccc(Br)cc2)cs1)CCO
  ? | 4% | -1%
> COc1cc(OC)cc(C(=O)NCCSc2c[nH]c3ccccc23)c1
  ? | ? | .
> Cc1ccc(S(=O)(=O)Nc2c(C)nn(C)c2C)c(C)c1
  ? | ? | .
> CCN=C(NCC)SC1CC(=O)N(CCc2ccccc2)C1=O (stereo not given)
  -16% | 2% | .
> Cc1c(NC(=O)CN2CCCc3ccccc32)c(=O)n(-c2ccccc2)n1C
  6% | 5% | 4%
> CCc1nnc(NC(=O)CCC(=O)NC2CCCc3ccccc32)s1 (stereo not given)
  -3% | -2% | 6%
> Cc1cccc(N(C)S(=O)(=O)c2ccc3[nH]c(=O)c(=O)[nH]c3c2)c1
  -7% | ? | 6%
> COc1ccccc1N1CCN(C(=O)CCCn2nc(C)c([N+](=O)[O-])c2C)CC1
  ? | -20% | 2%
> CCN(C(=O)CCNC(=O)Cn1cnc2ccccc2c1=O)c1ccccc1F
  -22% | -2% | -1%
> COc1ccc(CCNC(=O)CCC(=O)NC2CCCCC2)cc1OC
  -5% | -18% | 4%
> Cc1ccc(CN2CC(C(=O)N3CCN(c4ccccc4Cl)CC3)CC2=O)cc1 (stereo not given)
  ? | ? | 1%
> O=C(CN1C(=O)S/C(=C\c2ccc(Cl)cc2)C1=O)NCCCn1ccnc1
  ? | ? | 3%
> CC1CCCC(C)N1C(=O)COC(=O)c1cccnc1Cl (stereo not given)
  3% | 15% | 0%
> CN(C)c1ccc(/C=N/NC(=O)c2ccc3c(c2)OCO3)cc1
  -7% | -24% | .
> COC(=O)C1CN(C(=O)C(C)Oc2cc(C)ccc2C(C)C)c2ccccc2O1 (stereo not given)
  -4% | 7% | .
> Nc1ccn(CCCN2CCN(Cc3cccc4ccccc34)CC2)c(=O)n1
  ? | -5% | .
> CCC(C)NC(=O)c1cc(-c2ccc3c(c2)OCO3)on1 (stereo not given)
  ? | 4% | .
> CCOC(=O)c1ccc(N2Cc3ccccc3C2=NC(=O)c2cccc([N+](=O)[O-])c2)cc1
  3% | -27% | .
> CC(C)=NNc1nc2c(c(=O)n(C)c(=O)n2C)n1C
  ? | 3% | .
> O=C1CN(C(=O)COC(=O)Cc2ccsc2)c2ccccc2N1
  -17% | -1% | 1%
> NS(=O)(=O)c1cccc(NC(=O)COc2ncnc3c2cnn3-c2ccccc2)c1
  6% | 0% | 0%
> CCCCCCN=C1CC(C)(C)CC(=O)/C1=C(/O)CCC
  16µM* | ? | 5%

13 consecutive records from above:
The line under a structure holds: TDP1 cell noCPT | TDP1 cell CPT | TDP1 inh
> COc1ccc(CCNC(=O)CCC(=O)NC2CCCCC2)cc1OC
  -5% | -18% | 4%
> Cc1ccc(CN2CC(C(=O)N3CCN(c4ccccc4Cl)CC3)CC2=O)cc1 (stereo not given)
  ? | ? | 1%
> O=C(CN1C(=O)S/C(=C\c2ccc(Cl)cc2)C1=O)NCCCn1ccnc1
  ? | ? | 3%
> CC1CCCC(C)N1C(=O)COC(=O)c1cccnc1Cl (stereo not given)
  3% | 15% | 0%
> CN(C)c1ccc(/C=N/NC(=O)c2ccc3c(c2)OCO3)cc1
  -7% | -24% | .
> COC(=O)C1CN(C(=O)C(C)Oc2cc(C)ccc2C(C)C)c2ccccc2O1 (stereo not given)
  -4% | 7% | .
> Nc1ccn(CCCN2CCN(Cc3cccc4ccccc34)CC2)c(=O)n1
  ? | -5% | .
> CCC(C)NC(=O)c1cc(-c2ccc3c(c2)OCO3)on1 (stereo not given)
  ? | 4% | .
> CCOC(=O)c1ccc(N2Cc3ccccc3C2=NC(=O)c2cccc([N+](=O)[O-])c2)cc1
  3% | -27% | .
> CC(C)=NNc1nc2c(c(=O)n(C)c(=O)n2C)n1C
  ? | 3% | .
> O=C1CN(C(=O)COC(=O)Cc2ccsc2)c2ccccc2N1
  -17% | -1% | 1%
> NS(=O)(=O)c1cccc(NC(=O)COc2ncnc3c2cnn3-c2ccccc2)c1
  6% | 0% | 0%
> CCCCCCN=C1CC(C)(C)CC(=O)/C1=C(/O)CCC
  16µM* | ? | 5%

Screening data: PubChem BioAssay, National Center for Advancing Translational Sciences (NCATS)

An unsorted share of the library; about 18% have a hit in one of these screens.
